# MEKK2 WT-MEK5 – raises or lowers MEK5 binding to wildtype human MEKK2 PB1 domain; Q9Y2U5; bead flow cytometry, Alexa488-MEK5 binding to MEKK2 WT; actives lie on both sides; binding response (% of control), % at 10 µM; 290,000 compounds, 1.1% hits; in the data active means binding response below about 67% or above about 130%
# GalR3 antagonist – blocks the human galanin receptor 3 | HEK293 GalR3-CNG cAMP membrane potential fluorescence; galR3 body fused to GalR1 C-terminus | 360,000 compounds, 0.44% hits | O60755 | inhibition, % at 3 µM;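 active means inhibition above the screen-wide average plus 3 SD, cut at about 13% in these data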;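 further: forskolin and galanin both at EC90 stimulate the cells; cAMP rise reported by CNG channel membrane potential dye signal; 0% = forskolin plus galanin with DMSO and 100% = forskolin alone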
# Target sequence (O60755 1-299 limits assumed): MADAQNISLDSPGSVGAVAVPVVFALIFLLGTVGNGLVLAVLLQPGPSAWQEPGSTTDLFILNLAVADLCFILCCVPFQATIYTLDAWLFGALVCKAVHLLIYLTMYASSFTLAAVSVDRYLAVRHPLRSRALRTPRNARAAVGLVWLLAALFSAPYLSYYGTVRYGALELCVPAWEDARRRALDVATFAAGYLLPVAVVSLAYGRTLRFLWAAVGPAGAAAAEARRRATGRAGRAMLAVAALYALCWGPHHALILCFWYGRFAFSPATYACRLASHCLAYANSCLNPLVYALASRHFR
# MEKK2mut PB1 HTS – signal of MEK5 binding to mutant human MEKK2 PB1 domain; bead flow cytometry, Alexa488-MEK5 binding to MEKK2 mutant; percent response, % at 10 µM; 290,000 compounds, 0.35% hits; AID 1530; in the data active means percent response above about 24%, passing the limit was not always enough; further: inactives centre near 1; some results filed as inactive read as strong as hits
# GPR7 antag – blocks human GPR7 receptor signaling. P48145. GPR7-expressing cells, fluorescence antagonist assay. inhibition, % at 4.4 µM. 290,000 compounds, 1.1% hits. AID 1861; in the data active means inhibition above about 16%, passing the limit was not always enough;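 further: cells stimulated with the agonist NPW; 0% = agonist with vehicle and 100% = vehicle without agonist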
# V1R ag counter – activates human V1a receptor in oxytocin agonist counter-screen. CHO-V1R cells, Fluo-8 calcium fluorescence, agonist mode; 0% DMSO, 100% 3 nM vasopressin. activation, % at 3 µM. 320,000 compounds, 0.25% hits;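 active means activation above the mean activation of all tested compounds plus 3 SD, per screening run, cut at about 20% in these data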;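 further: signal is peak over basal fluorescence ratio across a 100 second FLIPR read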
# Target sequence (P37288 whole entry, looked up): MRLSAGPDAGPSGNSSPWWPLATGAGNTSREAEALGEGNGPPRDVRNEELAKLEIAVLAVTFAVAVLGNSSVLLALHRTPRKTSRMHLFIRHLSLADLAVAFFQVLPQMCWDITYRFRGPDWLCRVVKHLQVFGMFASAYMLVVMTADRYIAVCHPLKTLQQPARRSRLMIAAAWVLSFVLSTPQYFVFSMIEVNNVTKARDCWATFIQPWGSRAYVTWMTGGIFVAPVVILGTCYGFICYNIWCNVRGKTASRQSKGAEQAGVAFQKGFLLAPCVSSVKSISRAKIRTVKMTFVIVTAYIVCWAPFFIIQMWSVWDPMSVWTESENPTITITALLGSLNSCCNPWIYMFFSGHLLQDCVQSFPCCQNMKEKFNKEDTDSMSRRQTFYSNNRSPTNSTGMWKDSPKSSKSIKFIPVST
# OXTR potentiator – human OXTR potentiation. P30559. CHO-OTR cells, Fluo-8 calcium fluorescence, potentiator mode; 0% = oxytocin EC15, 100% = EC100. activation, % at 3 µM. 320,000 compounds, 0.061% hits. AID 2445;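 active means activation above that plate's cutoff, the mean activation of tested compounds plus 3 SD, cut at about 6.6% in these data, passing the limit was not always enough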;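 further: 100% uses oxytocin at 75 nM as the full agonist control; some results filed as inactive read as strong as hits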
#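 Assay system: CHO cell line stably expressing human OTR | Also added: Oxytocin at about EC15, sub-maximal agonist stimulus | Times: Compound 6 min at room temperature before oxytocin, 100 s read | Measured by: Fluo-8 intracellular calcium fluorescence, ex 470-495, em 515-575 nm | Controls: EC15 oxytocin alone as 0%, 75 nM oxytocin as 100%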
# M18AAP inhibitor – blocks P. falciparum M18 aspartyl aminopeptidase | recombinant PfM18AAP, H-Glu-NHMec fluorogenic cleavage | 290,000 compounds, 1.2% hits | inhibition, % at 7.35 µM;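 active means inhibition above the campaign mean inhibition over all tested compounds plus 3 SD, cut at about 28% in these data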;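 further: 0% = plate median of test compound wells and 100% = 2 mM ZnCl2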
# OXTR ag – human OXTR agonism. P30559. CHO-OTR cells, Fluo-8 calcium fluorescence; normalized: DMSO 0%, oxytocin 100%. activation, % at 3 µM. 320,000 compounds, 0.32% hits. AID 2435;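 active means activation above the mean of all tested compounds plus 3 SD, cutoff set per screening run, cut at about 20% in these data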;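 further: peak over basal fluorescence ratio from a 100 s FLIPR kinetic read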
# NALP1 inh – blocks the NALP1 inflammasome reconstituted in yeast | S. cerevisiae NALP1/ASC/caspase-1 growth, X-gal OD620, 72 h | inhibition, % at 10 µM | 280,000 compounds, 0.61% hits; in the data active means inhibition mostly above about 24%, no sharp cut-off; inactive means mostly below about 32%; further: some compounds called inactive have numbers as strong as hits
# * = called active by the depositor; nt = not tested or not shown.
SMILES,MEKK2 WT-MEK5,GalR3 antagonist,MEKK2mut PB1 HTS,GPR7 antag,V1R ag counter,OXTR potentiator,M18AAP inhibitor,OXTR ag,NALP1 inh
CN(CCc1ccccc1)C1CCCN(S(=O)(=O)CC(F)(F)F)C1 (stereo not drawn),107,-9,13,-16,-1.1,-10,-2,-0.4,-8
C[C@@H]1CN(c2c(F)c(F)c3c(=O)c(C(=O)O)cn(C4CC4)c3c2F)C[C@H](C)N1,97,-9,0,-6,nt,nt,3,nt,10
CCCCCc1cc(=O)oc2c(C(CCN(CC)CC)c3ccc(OC)cc3)c(OC)cc(OC)c12 (stereo not drawn),182*,0,29*,nt,1.7,-4,nt,9.5,1
CCCNC(=S)Nc1ccc(Br)cc1,102,0,7,-5,3.5,-7,18,3.6,8
Cc1ccc(C(=O)N/C(=C/c2ccco2)C(=O)O)cc1,114,-2,16,0,0.7,-5,1,0.2,36
CCCC[C@@H](CNC)NC[C@H](NCCCCC1CCCCC1)C(C)C,133,-5,30*,13,-0.6,2,1,3.6,-3
Cn1c(=O)n(C)c2cc(/C=C3/SC(=O)N(CC(=O)N4CCOCC4)C3=O)ccc21,97,2,-2,-3,-1.2,0,-10,0.4,22
Cc1cc2cc(CNC(=S)NC3CCCCC3)ccc2n1C,106,-4,-1,-6,-0.7,-12,-10,-0.7,2
CCC1(C(=O)c2ccccc2)C(c2cccc([N+](=O)[O-])c2)C1(C(=O)OC)C(=O)OC (stereo not drawn),100,-7,1,-5,0.0,-3,1,-2.1,32
Cn1c(=O)[nH]c2nc[nH]c2c1=O,nt,-3,nt,nt,0.8,-2,nt,1.6,nt
COC(=O)Cc1nnc(Nc2cccc(C)c2)c2ccccc12,105,-4,15,-10,-1.6,-6,-3,-3.2,16
O=C(CN1CCC(NC(=O)C2CCCCC2)CC1)NCc1ccco1,99,1,-1,-8,0.1,6,-3,0.2,6
COC(c1ccccc1)c1nnc(CCC(=O)N(C)C(C2CC2)C2CC2)o1 (stereo not drawn),114,-2,0,-2,1.0,-14,-1,-0.1,-4
O=C(c1ccccc1)N1CN2CN(C(=O)c3ccccc3)CC([N+](=O)[O-])(C2)C1,109,-1,1,-7,-0.4,0,-7,0.0,22
Cc1ccc(CNC(=O)COC(=O)C2CCN(S(=O)(=O)c3cccs3)CC2)cc1,101,-1,-4,10,-0.2,-5,-7,-1.0,-2
Cc1cccc(CNC(=O)c2cc(S(=O)(=O)N3CCOCC3)cn2C)c1,103,-10,0,-2,1.7,-3,1,-0.3,12
CC(=O)c1c(C)nn(CC(O)Cn2c3c(c4cc(C)ccc42)CCCC3=O)c1C (stereo not drawn),108,2,4,-12,-0.7,-2,-14,-0.1,8
COc1ccc(C(C(=O)NC2CCCCC2)N(C(=O)CCl)c2ccc(C)cc2)cc1 (stereo not drawn),103,-3,-1,-2,0.8,-9,-1,0.2,37
O=C(COC(=O)/C=C/c1ccc(OC(F)F)cc1)NCc1cccs1,100,-4,-3,-18,2.8,-7,-1,1.8,20
O=c1c(=NNc2ccccc2Cl)c(=O)c2ccccc12,88,-9,-12,-1,nt,nt,4,nt,-7
CCN(CC)S(=O)(=O)c1cc(C(=O)O)c(Cl)cc1Cl,105,-2,3,-5,0.8,-11,0,0.9,-1
COc1cccc(C(=O)NCCS(=O)(=O)N2CCCC2)c1,nt,-3,nt,nt,-0.4,-1,nt,0.5,nt
Cc1ccc(S(=O)(=O)N2CCN(C(=O)c3ccc4ccccc4n3)CC2)c(C)c1,nt,-4,nt,nt,1.7,-3,nt,-0.4,nt
O=C(NCCCO)NC12CC3CC(CC(C3)C1)C2,102,-3,-1,-13,-0.3,-5,10,-0.3,0
Cc1ccc(CN2CCC(n3nccc3NC(=O)CCCc3ccccc3)CC2)o1,107,-4,4,-4,1.3,2,-15,0.0,9
CS(=O)(=O)c1ccccc1C(=O)Nc1cc2c(cc1C(=O)O)OCCCO2,101,-9,9,-9,0.6,-5,-6,0.6,6
O=C(NC1CCCCC1)C(c1ccc(F)cc1)N(C(=O)c1csnn1)C1CCCC1 (stereo not drawn),100,-10,0,8,2.7,-4,6,3.1,7
CCn1cc(C(=O)NCCC(=O)OC)c(=O)c2cc3c(cc21)OCO3,107,-10,4,-13,-1.0,-3,-2,0.1,37
CCOC(=O)c1c(NC(=O)c2ccc(Br)o2)sc(C)c1CC,96,-4,-3,-2,0.8,-5,-1,-0.6,2
CCCCn1c(N)c(N(CCOC)C(=O)C2CCN(C(=O)c3ccc(F)cc3)CC2)c(=O)[nH]c1=O,nt,-2,nt,nt,1.7,5,nt,1.5,nt
CCC(C(=O)NCC1CCCO1)N(Cc1ccc(F)cc1)C(=O)CNS(=O)(=O)c1ccccc1 (stereo not drawn),103,-2,2,0,-0.2,-2,0,0.5,-2
Cc1ccccc1CC(=O)NCc1cccnc1,105,-5,8,-4,1.0,-4,0,0.6,-4
O=C(Nc1cc(S(=O)(=O)N2CCOCC2)ccc1N1CCOCC1)c1ccccc1[N+](=O)[O-],nt,-5,nt,nt,8.4,-1,nt,0.7,nt
Nc1c(S(=O)(=O)c2cc(Cl)ccc2Cl)c2nc3ccccc3nc2n1CCN1CCOCC1,104,-8,5,-7,1.5,-2,-5,3.2,-6
CCOC(=O)C1=C(COC(=O)C2(C)CC2(Cl)Cl)NC(=O)NC1c1ccc(OC)cc1 (stereo not drawn),92,-1,-1,-3,1.2,1,0,-0.3,-20
COc1cc(-c2[nH]ncc2CN2CCN(Cc3cccs3)CC2)cc(OC)c1OC,105,2,5,-14,0.4,-4,-2,0.1,14
O=C(OCC(=O)N1CCc2ccccc21)c1ccncc1,nt,-5,nt,nt,-0.2,3,nt,-1.8,nt
CC1Oc2ccccc2N(CC(=O)NC2CCCC2)C1=O (stereo not drawn),96,-4,-1,-2,-0.4,-9,-1,-0.7,23
CCOC(=O)CNC(=O)Cc1ccc(Cl)cc1,101,2,-11,-11,-0.7,0,-8,-0.3,14
O=C(Nc1cccc(-c2nc3cccnc3s2)c1)c1ccco1,112,-5,8,-18,1.8,-10,13,0.5,4

# Arranged by length of the SMILES (lowest first): some entries from above
SMILES,MEKK2 WT-MEK5,GalR3 antagonist,MEKK2mut PB1 HTS,GPR7 antag,V1R ag counter,OXTR potentiator,M18AAP inhibitor,OXTR ag,NALP1 inh
CCOC(=O)CNC(=O)Cc1ccc(Cl)cc1,101,2,-11,-11,-0.7,0,-8,-0.3,14
O=C(NCCCO)NC12CC3CC(CC(C3)C1)C2,102,-3,-1,-13,-0.3,-5,10,-0.3,0
O=C(OCC(=O)N1CCc2ccccc21)c1ccncc1,nt,-5,nt,nt,-0.2,3,nt,-1.8,nt
Cc1ccc(C(=O)N/C(=C/c2ccco2)C(=O)O)cc1,114,-2,16,0,0.7,-5,1,0.2,36
CCN(CC)S(=O)(=O)c1cc(C(=O)O)c(Cl)cc1Cl,105,-2,3,-5,0.8,-11,0,0.9,-1
O=C(CN1CCC(NC(=O)C2CCCCC2)CC1)NCc1ccco1,99,1,-1,-8,0.1,6,-3,0.2,6
O=C(COC(=O)/C=C/c1ccc(OC(F)F)cc1)NCc1cccs1,100,-4,-3,-18,2.8,-7,-1,1.8,20
Cc1ccc(CN2CCC(n3nccc3NC(=O)CCCc3ccccc3)CC2)o1,107,-4,4,-4,1.3,2,-15,0.0,9
Cc1ccc(CNC(=O)COC(=O)C2CCN(S(=O)(=O)c3cccs3)CC2)cc1,101,-1,-4,10,-0.2,-5,-7,-1.0,-2
Cc1ccc(S(=O)(=O)N2CCN(C(=O)c3ccc4ccccc4n3)CC2)c(C)c1,nt,-4,nt,nt,1.7,-3,nt,-0.4,nt
Cn1c(=O)n(C)c2cc(/C=C3/SC(=O)N(CC(=O)N4CCOCC4)C3=O)ccc21,97,2,-2,-3,-1.2,0,-10,0.4,22
CCCCCc1cc(=O)oc2c(C(CCN(CC)CC)c3ccc(OC)cc3)c(OC)cc(OC)c12 (stereo not drawn),182*,0,29*,nt,1.7,-4,nt,9.5,1
CCC1(C(=O)c2ccccc2)C(c2cccc([N+](=O)[O-])c2)C1(C(=O)OC)C(=O)OC (stereo not drawn),100,-7,1,-5,0.0,-3,1,-2.1,32

# More compounds
SMILES,MEKK2 WT-MEK5,GalR3 antagonist,MEKK2mut PB1 HTS,GPR7 antag,V1R ag counter,OXTR potentiator,M18AAP inhibitor,OXTR ag,NALP1 inh
CCCCNC(=S)Nc1cccc(C(C)=O)c1,98,-2,-1,-8,3.1,-5,-9,0.8,16
CCCc1c(O)nc(SC2CC(=O)N(c3ccc(OC)cc3)C2=O)[nH]c1=O (stereo not drawn),104,-4,6,-19,1.0,-25,5,0.0,-3
COc1ccc(Cn2nc(C(=O)O)c3ccccc3c2=O)cc1F,117,0,8,-10,5.1,-6,3,4.6,8
O=C1C2C3c4ccccc4C(c4ccccc43)[C@@H]2C(=O)N1c1nc(-c2ccccc2)cs1 (stereo partly drawn),88,-3,-5,1,0.7,-13,5,-0.9,21
O=C(Nc1nnc(/N=C/c2ccco2)s1)c1ccc(F)cc1,105,-4,3,-5,0.2,-12,8,-0.5,-12
CCCNS(=O)(=O)c1cc2c3c(c1)C(C)C(=O)N3CCC2 (stereo not drawn),97,-8,1,-12,0.7,-1,-3,-0.2,11
COCc1cc(C2C(C(=O)c3ccco3)=C(O)C(=O)N2CCOCCO)ccc1O (stereo not drawn),90,-2,-4,-5,0.2,-10,43*,0.7,-18
CCOc1cc2[nH]c(=S)n(Cc3ccc(C(=O)N4CCN(C)CC4)cc3)c(=O)c2cc1OCC,102,3,5,2,-0.6,-5,14,-0.7,-16
CC(OC(=O)Cc1c[nH]c2ccccc12)C(=O)N(C)c1ccccc1 (stereo not drawn),nt,-4,nt,nt,1.1,-1,nt,2.0,nt
O=C(CN1C(=O)/C(=C2\SC(=S)N(C3CCS(=O)(=O)C3)C2=O)c2ccccc21)Nc1ccc(F)cc1 (stereo not drawn),91,-1,-17,-7,0.7,-13,-8,-0.1,nt
COc1ccccc1/C=N/N1C(=O)C2C3C=CC(CC3)C2C1=O (stereo not drawn),89,-1,-11,5,0.6,1,-16,-0.4,45
COc1ccccc1C/C(N)=N/OC(=O)COc1ccc(C)cc1C,92,-9,-7,4,0.1,-8,-5,-0.3,nt
Cc1cc(C)cc(OCC(=O)N(Cc2cccs2)C2CCS(=O)(=O)C2)c1 (stereo not drawn),96,-3,-1,-10,-0.5,0,-3,-0.8,-1
Cc1cc(O)c(C2(O)C(=O)Nc3cc(Br)ccc32)cc1C (stereo not drawn),90,-8,-5,6,4.8,-11,4,6.0,2
